Vif-A3F inh = inhibitors of Vif-A3F interaction | HeLa A3F-eYFP + Vif (tagged APOBEC3F with the HIV-1 protein that degrades it), YFP fluorescence increase | Potency, µM (titrated, usually from 46.1 µM), without a hit: at the top dose activity, negative = active | 390,000 tested, 0.2% active | AID 602313; also: potency is read from the fitted curve at half-maximal effect; % of control where 0% means no effect; nearly all actives have a fitted effect of over 65% in size
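HeLa cells stably expressing A3F-eYFP plus Vif, plated and incubated overnight at 37 deg C, then exposed to compounds overnight at 37 deg C. Blocked degradation read as raised yellow fluorescence (Ex 488/Em 500-530).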
RGS4 inhibitor = human RGS4 inhibition; P49798; Transcreener GDP fluorescence polarization, RGS4-accelerated GTP hydrolysis; Potency, µM (doses to about 114 µM), for the others: at the top dose activity change, negative = inhibition, usual class: inhibitors; 390,000 tested, 0.039% active; also: potency is read from the fitted curve at half-maximal effect; % is scaled to controls: 0 for no effect and ±100 for the full control effect; nearly all actives have a fitted effect of over 75% in size; some results filed as inactive show a strong effect at the top dose
Target sequence (P49798 whole entry, looked up): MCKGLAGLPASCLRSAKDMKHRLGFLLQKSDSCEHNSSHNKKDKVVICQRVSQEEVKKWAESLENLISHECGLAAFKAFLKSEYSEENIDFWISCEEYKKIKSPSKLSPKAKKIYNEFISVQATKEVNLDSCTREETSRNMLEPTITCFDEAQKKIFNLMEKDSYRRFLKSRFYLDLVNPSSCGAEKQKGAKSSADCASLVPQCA
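MLSMR compounds (23 nl, pin-transferred) preincubated 10 min at room temperature with a 500nM (2x) first reagent, then RGS4 at 900nM (2x) plus Transcreener GDP mix added; fluorescence polarization (620/688 nm) read before and after 90 min at 30 °C.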
Vif-A3G inh = inhibitors of Vif-APOBEC3G interaction; Q9HC16; HeLa A3G-eYFP + Vif (tagged APOBEC3G with the HIV-1 protein that degrades it), YFP fluorescence, overnight; Potency, µM (highest dose often 46.1 µM), without a hit: at the highest dose activity, negative = active, usual class: inhibitors; 410,000 tested, 0.076% active; AID 602310;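 also: potency is read from the fitted curve at half-maximal effect; % is scaled to controls: 0 for no effect and ±100 for the full control effect; nearly all actives have a fitted effect of over 60% in size; hits raise eYFP signal because A3G escapes Vif-driven loss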
Target sequence (Q9HC16 whole entry, looked up): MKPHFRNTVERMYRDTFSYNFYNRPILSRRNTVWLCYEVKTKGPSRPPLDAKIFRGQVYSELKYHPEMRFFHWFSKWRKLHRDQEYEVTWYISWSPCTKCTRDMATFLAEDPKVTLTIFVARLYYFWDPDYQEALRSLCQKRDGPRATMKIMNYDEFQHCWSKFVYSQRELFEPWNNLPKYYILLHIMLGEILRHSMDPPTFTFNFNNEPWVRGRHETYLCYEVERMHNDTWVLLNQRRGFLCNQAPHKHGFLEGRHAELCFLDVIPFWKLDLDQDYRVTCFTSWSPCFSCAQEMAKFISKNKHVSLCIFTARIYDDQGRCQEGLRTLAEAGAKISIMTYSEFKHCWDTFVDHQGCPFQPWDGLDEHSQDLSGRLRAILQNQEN
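Read-out is eYFP fluorescence (Ex 488/Em 500-530) from Vif-expressing HeLa A3G-eYFP cells; more signal means A3G escaped Vif-mediated degradation. Cells plated overnight, compound pinned in, incubated overnight at 37 deg C.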
GRP78 ERSR act = induces the endoplasmic reticulum stress response in human glioma cells | U87-MG GRP78 promoter luciferase reporter, 16 h | Potency, µM, without a hit: top-dose activation, most hits filed as activators | 420,000 tested, 0.02% active; also: potency is read from the fitted curve at half-maximal effect; series mostly up to about 76 µM; % of control where 0% means no effect; nearly all actives have a fitted effect of over 35% in size
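Stably transfected U87-MG human glioma cells carrying a GRP78-based luminescent sensor were seeded at 1000 cells/well, pin-dosed with compounds and incubated 16 h. Luciferase reagent was then added, and end-point luminescence was read after 10 min at room temperature.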
ERG-DNA inh = blocks human ERG Ets domain binding to DNA. 370,000 tested, 0.028% active. Potency, µM (series often up to 76.9 µM), for the others: at the highest dose FP activity, negative = inhibition, usual class: inhibitors. P11308. fluorescence polarization, His-ERG Ets domain / labelled DNA. AID 624246; active = well fitted inhibition curve with a large enough effect in the polarisation, with a control signal flat; inconclusive = small, poorly fitted or top-dose-only effect, or effect the other way, or a change in a side signal; inactive = no such curve, though single readings can be large or run the other way; the % refers to the polarisation;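 also: polarization taken with two DNA probes labelled with fluorescein and Texas red; potency is read from the fitted curve at half-maximal effect; % of control where 0% means no effect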
Target sequence (P11308 whole entry, looked up, the tested form may be a part): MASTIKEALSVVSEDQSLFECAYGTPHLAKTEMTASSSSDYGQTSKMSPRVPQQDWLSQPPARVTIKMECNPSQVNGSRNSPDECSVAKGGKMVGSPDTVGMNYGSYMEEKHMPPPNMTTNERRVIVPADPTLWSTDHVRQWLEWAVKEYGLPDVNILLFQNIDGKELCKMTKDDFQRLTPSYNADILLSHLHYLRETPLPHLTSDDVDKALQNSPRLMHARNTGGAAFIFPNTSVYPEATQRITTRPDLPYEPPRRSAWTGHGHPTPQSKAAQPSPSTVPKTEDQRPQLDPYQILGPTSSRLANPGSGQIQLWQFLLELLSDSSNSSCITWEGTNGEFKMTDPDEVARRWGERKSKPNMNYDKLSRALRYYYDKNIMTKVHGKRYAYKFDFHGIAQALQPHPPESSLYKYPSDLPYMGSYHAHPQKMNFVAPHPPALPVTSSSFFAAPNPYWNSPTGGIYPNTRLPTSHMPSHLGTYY
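His-tagged ERG Ets domain (1 uM in the protein solution; 300mM KCl, 50mM Tris-HCl, 1mM EDTA, 1mM DTT, pH 7.5) received compound, then a probe mix of 5 nM fluorescein-DNA and 100nM Texas-615-DNA. Fluorescence polarization was read for both dyes.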
LDHA inh = blocks human lactate dehydrogenase A | P00338 | purified LDHA, NADH/diaphorase-resazurin fluorescence; stronger effect = lower value | activity change, % (values are at about 110 or 230 µM) | 480,000 tested, 0.15% active; in the data active = activity change below about -30%; inconclusive = mostly about -25% to -30%;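 also: plate controls were DMSO wells for no effect and wells without enzyme for full effect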
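Enzyme activity of human lactate dehydrogenase 5 (2 nM; 0.06 mM NADH, 0.2 mM pyruvate, 5 min, RT) is measured via a resazurin/diaphorase fluorescence readout of residual NADH.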
12-LOX inh = inhibitors of human 12S-lipoxygenase ALOX12 | Potency, µM (highest dose often 108 µM), for the others: at the top dose activity change, negative = inhibition, hits mostly inhibitors | 580,000 tested, 1.1% active | P18054 | purified 12hLO, xylenol orange hydroperoxide absorbance; also: potency is read from the fitted curve at half-maximal effect; % is scaled to controls: 0 for no effect and ±100 for the full control effect
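Purified human 12hLO at 150 nM in 25 mM Hepes, 0.01% Triton X-100, pH 7.0, preincubated 15 min at room temperature with compound. Reaction started with 40 uM arachidonic acid, 30 min at room temperature. Hydroperoxide measured by Fe-xylenol orange, 573/405 nm absorbance ratio.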
D2 antagonist = antagonizes the human D2 dopamine receptor. AID 485344. inhibition, % at 10 µM. 340,000 tested, 2% active. HEK293 TREx D2 cells, calcium flux, dopamine EC80. P14416; in the data active = inhibition above about 30%; also: 0% is about no effect
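Measurement of antagonist activity uses fluorescent calcium dye in inducible HEK293 T-REx D2 cells: 10 s baseline, compound addition with 180 s read, EC80 dopamine addition with a further 180 s read.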
D2 ag = activates the human D2 dopamine receptor. HEK293 T-REx D2 cells, calcium flux agonist mode. activation, % at 2 µM. 340,000 tested, 0.53% active. AID 485358;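 active = activation over 3 SD above normal in the single-dose calcium agonist read, cut at about 30% in these data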; also: 0% is about no effect
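Agonism is scored from calcium flux in a force-coupled, inducible HEK293 cell line expressing D2, read kinetically for 180 s after compound addition against dopamine controls.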
An asterisk follows results filed as active; ? = inconclusive; . = not tested or not shown; [ ] = dose if it differs, or a comment. Unless noted, calls follow the shape of the dose curve; as a rule, active = well fitted curve in the direction sought with a large enough effect; inconclusive = small, poorly fitted or top-dose-only effect, or another doubt; inactive = no such curve, though single readings can be large; an effect the other way counts as inactive or inconclusive.

SMILES | Vif-A3F inh | RGS4 inhibitor | Vif-A3G inh | GRP78 ERSR act | ERG-DNA inh | LDHA inh | 12-LOX inh | D2 antagonist | D2 ag
Cc1cccc(CSc2nnc(-c3ccccn3)n2N)c1 | -1.1% | -0.8% | 1.4% | 14.7% | -10.7% | -1.8 | 20.3% | 6.1 | 0.8
CCOC(=O)c1ccc(NC(=O)CSC2=NN3CCCC(=O)N=C3S2)cc1 | 7.1% | ? | 6.3% | 6.9% | 10.1% | -3.3 | 1.0% | -7.2 | 0.4
CCc1ccc(/C=C/C(=O)c2cc(Br)ccc(=O)c2O)cc1 | -19.2% | ? | -12.0% | -10.3% | 7.2% | -8.3 | ? | 6.0 | -0.1
Cc1nn(Cc2ccccc2)c(C)c1C(=O)N1CCN(CC(=O)Nc2ccccc2Cl)CC1 | -4.9% | 23.2% | 2.9% | -5.6% | -3.6% | -1.8 | 122.1%[activator] | 0.4 | -0.2
CCOc1cc(C2C(C(=O)OC)=C(C)N=C3SC(C)C(=O)N32)ccc1OC(C)=O (configuration not stated) | 2.2% | -9.4% | 4.3% | 6.9% | 7.7% | -6.2 | -6.6% | -1.5 | -0.3
O=C(C1CCCCC1)N1CCC2CC1c1cc(-c3ccc4c(c3)OCO4)ccc12 (configuration not stated) | . | . | -5.5% | -3.7% | . | -3.3 | ? | . | .
CC(C)Oc1ccc(CNC2CCOC(C)(C)C2)cc1 (configuration not stated) | 2.1% | 19.4% | -1.1% | 0.2% | -1.3% | -11.9 | 7.1% | 20.9 | 0.1
Cc1ccc(NC(=O)COC(=O)c2ccc(NC(=O)CC#N)cc2)cc1S(=O)(=O)N1CCOCC1 | -6.0% | 12.1% | -0.9% | -3.3% | -0.5% | -13.8 | 16.2% | . | .
CCc1ccc2c(c1)C(=O)c1ccccc1C2=O | -17.1% | 17.0% | 0.5% | 2.2% | 1.0% | -4.7 | -16.0% | -0.7 | -0.9
C/C=C(\NC(C)=O)c1ccccc1 | -6.9% | 17.6% | 1.6% | -0.7% | 4.9% | -4.9 | 0.1% | . | .
CCOCCCNc1nc(C(F)(F)F)nc2c1nnn2Cc1ccccc1Cl | -15.4% | -17.3% | 0.7% | 0.8% | 4.3% | -0.1 | -0.1% | 4.2 | -0.1
COc1ccc(C(=O)c2oc3ccccc3c2NC(=O)COc2ccccc2)cc1 | -5.0% | 21.6% | -6.7% | -1.8% | 10.2% | -4.6 | -13.1% | . | 0.9
Cc1csc(NC(=O)c2ccc(S(=O)(=O)N(C)c3ccccc3)cc2)n1 | 10.2% | ? | -8.3% | 4.1% | 4.2% | -4.0 | 334.5%[activator] | 9.7 | -1.7
O=c1c2ccccc2c(-c2ccc(O)cc2)nn1-c1cccc(C(F)(F)F)c1 | -12.6% | 1.5% | -11.8% | -7.5% | 3.4% | 0.5 | -27.9% | -19.1 | 0.6
CNC(=S)N(CCc1c(C)[nH]c2ccc(Cl)cc12)Cc1cccnc1 | 4.2% | 21.6% | -9.1% | -2.2% | 4.1% | -7.7 | -5.7% | . | .
Cc1ccc(C2C(C(=O)c3cc4ccccc4o3)=C(O)C(=O)N2CCN(C)C)o1 (configuration not stated) | -11.4% | -4.7%[11.4 µM] | 2.5% | 5.8% | 16.4% | 1.7 | -5.3% | . | .
CCOC(=O)N1CCC(NC(=O)CSc2cc(=O)n(CC)c3ccccc23)CC1 | -12.8% | 2.2% | -1.6% | -2.8% | -0.8% | -0.8 | 8.7% | -0.9 | -0.4
Cc1cc(Cn2nc(-c3ccccc3C)cc2C(=O)O)on1 | 5.1% | 17.5% | -9.5% | -1.4% | -10.3% | -1.0 | -11.8% | -1.2 | -0.7
CSc1nc2n(n1)C(c1ccccn1)C1=C(CC(C)(C)CC1=O)N2 (configuration not stated) | -9.9% | -4.2% | 2.0% | -0.8% | 5.6% | -1.8 | 16.6% | -19.0 | 0.0
CC1=CC(=O)CC(C)(C)[C@@]1(O)/C=C/[C@@H](C)O[C@@H]1O[C@H](CO)[C@@H](O)[C@H](O)[C@H]1O | 4.0% | 21.2% | -1.6% | -1.3% | 2.0% | -9.8 | 0.9% | . | .
O=C(COC(=O)Cn1cnc2ccccc2c1=O)NNC(=O)c1ccc(Br)cc1 | -2.3% | 29.0% | -2.2% | -0.9% | -5.2% | -9.1 | -10.3% | . | .
CCN(Cc1ccccc1)C(c1cc2cc(C)cc(C)c2[nH]c1=O)c1nnnn1CCOC (configuration not stated) | -5.1% | 35.5% | 3.1% | -3.0% | -6.6% | -0.8 | 0.0% | -4.9 | -1.5
Cc1ccc(NC(=O)CC(C)CC2=NS(=O)(=O)c3ccccc3N2)cc1 (configuration not stated) | 0.1% | 28.2% | -1.0% | -1.5% | 13.5% | 4.2 | -1.6% | 23.4 | 0.7
CN(C)S(=O)(=O)c1ccc2c(c1)N(CC(=O)N1CCCCC1)CCS2 | 6.6% | 26.9% | -6.0% | -2.3% | -13.7% | -6.1 | -9.5% | . | 0.5
N#CC(C#N)=Cc1ccc(-c2ccc(S(=O)(=O)N=C(N)N)cc2)o1 | 0.1% | -41.1% | -2.0% | -1.3% | 0.7% | 1.3 | 25.1µM* | 14.7 | -0.1
CCc1ccc(NC(=O)C(=O)NCc2ccccn2)cc1 | -5.7% | 1.1% | -2.0% | 4.9% | 9.6% | -1.3 | 9.0% | 0.8 | -0.8
Cc1ccc(C2OC3=C(C(=O)CC(C)(C)C3)C(N)=C2C#N)o1 (configuration not stated) | -11.2% | -1.2% | 5.5% | -0.6% | -1.3% | -8.1 | 6.1% | -8.8 | 0.1
CC(C)(C)NC(=O)C(=O)NN=C1CCCCCCC1 | 9.2% | -10.0% | 0.4% | 2.6% | -5.0% | -5.5 | 243.8%[activator] | -2.9 | -1.8
CCN1CCN(c2cc(C)c3cc(NC(=S)NCCCOC)ccc3n2)CC1 | -7.5% | -31.9% | 1.5% | -5.2% | 1.4% | -0.2 | 6.4% | -5.8 | 1.0
S=C(NCCc1ccccc1)Nc1nccs1 | -7.8% | -28.8% | -6.6% | 7.1% | 1.0% | -15.2 | -22.7% | -4.6 | 0.9
Cc1cccc(CN2C(=O)N/C(=C/c3ccc(C)s3)C2=O)c1 | ? | -32.7% | ? | -3.5% | -5.2% | -5.2 | 74.1% | -5.3 | 2.7
CC1CCN(Cc2nnnn2-c2cccc([N+](=O)[O-])c2)CC1 | -4.2% | 2.1% | -4.6% | -7.8% | -2.8% | 1.8 | -8.6% | . | .
O=c1c2[nH]cnc2n(-c2cccc(Br)c2)c(=O)n1Cc1ccccc1 | -3.7% | 12.4% | -15.9% | -0.7% | -2.5% | -0.8 | 0.0% | -19.3 | -0.2
COc1ccccc1CC(=O)Nc1ccc(S(=O)(=O)N2CCCCC2)cc1 | 4.6% | -15.4% | 0.5% | -0.6% | -3.6% | -8.2 | -19.6% | -4.3 | 1.5
CCC(CC)C(=O)Nc1ccc(Sc2ccc([N+](=O)[O-])cc2)cc1 | -18.1% | 20.8% | -10.7% | -2.5% | -3.9% | -5.1 | 4.8% | -19.8 | -0.2
CCN(CC(=O)NCc1ccc(F)cc1)Cc1nc2ccccc2c(=O)[nH]1 | 2.4% | -44.1%[56.9 µM] | -3.5% | -3.2% | -10.6% | -1.9 | 0.4% | 10.2 | 0.7
Cc1ccc(OCCC(=O)NNC(=O)c2ccccc2F)cc1 | -1.3% | -1.6% | -2.4% | -5.4% | 14.6% | -4.9 | 9.1% | -17.4 | -1.2
COc1ccccc1NS(=O)(=O)c1cccc(N=C2N=C(N)c3ccccc32)c1 | 6.7% | -9.0% | -22.5% | -6.4% | -7.6% | -1.3 | 2.1% | -7.9 | -0.8
Cc1cc(/C=N/Nc2nc(N3CCOCC3)nc(N3CCOCC3)n2)c(C)n1-c1ccccc1 | 14.5% | -3.4% | -1.5% | 0.5% | 3.0% | -1.0 | -3.8% | -3.1 | -1.0
O=C(CSc1nnc(-c2cccnc2)n1C1CCCCC1)NC1CCCC1 | -12.0% | 5.2% | 2.2% | -3.9% | 8.2% | -1.5 | -20.1% | -32.8 | -2.3
COc1ccc(Cl)cc1S(=O)(=O)N1CCCC1=O | 5.5% | ? | -1.2% | -1.0% | -7.6% | -6.4 | -50.5% | 4.1 | 1.0
COc1ccc(C(=O)OCC2CC(c3ccccc3)=NO2)cc1OC (configuration not stated) | 2.4% | -18.5%[11.4 µM] | -4.5% | -4.5% | 5.2% | -5.8 | -6.8% | -4.8 | 0.1
O=C(COC(=O)CNS(=O)(=O)c1ccc(F)c(F)c1F)NCCc1ccccc1 | -27.3% | 37.1% | -3.4% | 0.5% | 0.9% | -12.4 | -5.8% | 0.8 | 0.1
COc1ccc(S(=O)(=O)NNC(=O)Nc2ccccc2OC)c(OC)c1 | 2.6% | 2.6% | 3.9% | 0.6% | -14.3% | -3.9 | 3.2% | -12.9 | 0.3
COc1ccc(C(=O)NCC(=O)OC2CCCCC2=O)cc1 (configuration not stated) | 5.7% | -2.5% | -0.7% | -2.9% | -13.1% | -2.1 | 1.0% | 5.5 | 0.4

These rows are one share of the data; count on the stated rates, not on these rows.
